Assay outcomes: PubChem, several laboratories
PRMT1 inh – PRMT1 (human) inhibition, primary screen. recombinant PRMT1, activity-based probe fluorescence polarization. inhibition, % at 2.79 µM. 1.3% of 370,000 active;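 active = inhibition above about 21% made by adding two undisclosed values, limit read from the data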
MBD2 DNA inh – blocks human MBD2 binding to methylated DNA. AID 686964. 0.31% of 370,000 active. TR-FRET, MBD2 binding to methylated oligonucleotide. Q9UBB5. inhibition, % at 4.4 µM; in the data active = inhibition above about 13%
TDP2 absorb – blocks human TDP2 phosphodiesterase activity; 0.34% of 370,000 active; recombinant TDP2, T5PNP hydrolysis, p-nitrophenol absorbance 415 nm; inhibition, % at 12.8 µM; O95551;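 active = inhibition above the mean of all tested compounds plus 3 SD, set per campaign, cut at about 25% in these data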;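 also: 0% = DMSO with enzyme and 100% = buffer with substrate but no TDP2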
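Evaluation: % inhibition relative to enzyme-containing and enzyme-free wells. Material: recombinant human TDP2. Benchmarks: enzyme-free and DMSO wells. Timing: enzyme reaction with compound for 2 h at 37 °C. Compound dosing: 12.8 µM only. Measured by: p-Nitrophenol epi absorbance. Reagent: T5PNP substrate at 5 mM, a TopII-DNA adduct mimic. Replication: single well per compound.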
GC-B act – GC-B (human) receptor activation; HEK293-GC-B cells, CNP EC30, cGMP TR-FRET; 0% at EC30 CNP, 100% saturating CNP; activation, % at 10 µM; 0.11% of 370,000 active; AID 1920062;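 active = activation at 10 µM reaching about 35% in either raw or pattern-adjusted values, limit read from the data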
LEDGF integ inh – blocks HIV-1 LEDGF/p75-dependent DNA integration; TR-FRET IN-LEDGF/p75 DNA integration, Eu/Cy5; inhibition, % at 3.7 µM; 0.64% of 370,000 active; AID 743269;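 active = inhibition above the screen-wide mean plus 3 SD, cut at about 13% in these data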;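 also: signal is the Cy5 over europium emission ratio at 671 and 618 nm; 0% = plate median of compound wells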
SIAE primary – human SIAE inhibition, primary screen; 0.69% of 370,000 active; inhibition, % at 9.66 µM; AID 1053197; SIAE FP-Rh probe binding, fluorescence polarization; Q9HAT2;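 active = inhibition above a cutoff: mean of compounds within the control limits plus 3 SD of those, cut at about 17% in these data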;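 also: 0% = plate median of compound wells and 100% = probe without SIAE protein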
Target sequence (Q9HAT2 whole entry, looked up): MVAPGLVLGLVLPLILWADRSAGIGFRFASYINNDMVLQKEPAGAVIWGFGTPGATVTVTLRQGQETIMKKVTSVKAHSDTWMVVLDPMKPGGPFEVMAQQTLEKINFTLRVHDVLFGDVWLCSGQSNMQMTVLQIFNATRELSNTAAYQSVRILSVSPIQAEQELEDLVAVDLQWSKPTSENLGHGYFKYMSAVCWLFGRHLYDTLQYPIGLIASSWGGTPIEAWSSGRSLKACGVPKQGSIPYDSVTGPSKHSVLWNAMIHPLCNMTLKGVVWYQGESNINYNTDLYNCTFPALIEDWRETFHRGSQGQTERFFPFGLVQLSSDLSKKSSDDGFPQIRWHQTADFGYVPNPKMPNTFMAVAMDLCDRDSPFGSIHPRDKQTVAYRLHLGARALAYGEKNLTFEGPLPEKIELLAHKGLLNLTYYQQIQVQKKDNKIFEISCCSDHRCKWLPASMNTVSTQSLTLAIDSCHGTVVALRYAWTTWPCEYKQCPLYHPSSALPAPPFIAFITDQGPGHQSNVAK
HTRA1 inh – blocks human HTRA1 serine peptidase. inhibition, % at 5.96 µM. recombinant HTRA1, FP-rhodamine activity-based probe, fluorescence polarization. 0.5% of 340,000 active. AID 504803. Q92743; in the data active = inhibition above about 36%;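 also: 0% = enzyme with DMSO and 100% = wells lacking enzyme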
ABHD4 inh – ABHD4 (mouse) inhibition, primary FP screen; Q8VD66; purified mABHD4, FP-Rh probe fluorescence polarization; inhibition, % at 8.92 µM; 0.54% of 370,000 active;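 active = inhibition exceeding the mean over every tested compound plus 3 SD, cut at about 30% in these data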;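 also: 0% = plate median of compound wells and 100% = S159A mutant with DMSO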
Target sequence (Q8VD66 whole entry, looked up): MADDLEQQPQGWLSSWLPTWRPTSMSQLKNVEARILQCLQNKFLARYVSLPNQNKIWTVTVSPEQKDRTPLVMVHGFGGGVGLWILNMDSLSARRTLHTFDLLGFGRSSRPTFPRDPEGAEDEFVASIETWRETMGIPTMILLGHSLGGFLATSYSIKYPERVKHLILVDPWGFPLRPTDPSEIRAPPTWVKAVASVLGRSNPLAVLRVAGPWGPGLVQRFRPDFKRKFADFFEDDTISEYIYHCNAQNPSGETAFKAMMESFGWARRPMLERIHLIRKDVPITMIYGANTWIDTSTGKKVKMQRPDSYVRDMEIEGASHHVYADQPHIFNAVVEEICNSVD
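system = mouse ABHD4 enzyme, wild type | medium = HEPES pH 7.0, NaCl, Pluronic buffer | also added = FP-Rh probe | incubation = Enzyme–compound pre-incubation 45 min, then probe 60 min, both 25 °C | technique = fluorescence polarization, excitation 525 nm, emission 598 nm, BODIPY TMR filters | controls = S159A mutant high control, sample median low control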
rCAG binder – binds r(CAG) RNA repeats; r(CAG) RNA repeat, TO-PRO-1 dye displacement fluorescence; inhibition, % at 3 µM; 1.3% of 370,000 active;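 active = inhibition above the plate cutoff, the mean of all test compounds on that plate plus 3 SD, cut at about 35% in these data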;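 also: 0% = DMSO alone and 100% = 100 µM mitoxantrone as full dye displacement; higher means more dye released from RNA so lower well fluorescence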
TCR-CD3 inh – inhibitors of human TCR-CD3 interaction | TAMRA-labeled TCR probe fluorescence, biochemical | inhibition, % at 9.4 µM | 0.37% of 360,000 active; in the data active = inhibition above about 19%;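 also: recombinant mutant TCR 2C K166C tagged with TAMRA read by polarization; 0% = receptor in buffer alone and 100% = receptor with positive control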
Starred values were filed as active, the others as inactive; / = not tested or not shown. These rows are one share of the data; the hit share may differ from the screen's.

SMILES	PRMT1 inh	MBD2 DNA inh	TDP2 absorb	GC-B act	LEDGF integ inh	SIAE primary	HTRA1 inh	ABHD4 inh	rCAG binder	TCR-CD3 inh
O=C(NCCc1ccc(Cl)cc1)C1CCN(c2cnccn2)CC1	-3.9	0.0	9.4	6.0	-2.4	8.7	-3.2	0.6	-4.2	8.6
Cc1cc(C)c(S(=O)(=O)N2CCCOC2CNC(=O)C(=O)NCCCn2ccnc2)c(C)c1 (centres undefined)	-2.2	-1.1	7.5	2.5	0.0	-1.9	2.9	3.7	0.9	8.7
C[C@H](CO)N1C[C@H](C)[C@@H](CN(C)C(=O)C2CCCCC2)OCc2cn(nn2)CCCC1=O	-2.6	-3.8	0.9	0.4	5.5	-4.0	2.8	-8.8	0.0	0.2
CCc1ccc(CN2CCCC(CCC(=O)N3CCN(c4ccccn4)CC3)C2)o1 (centres undefined)	0.1	-1.5	10.2	1.7	-1.2	-10.5	5.7	1.0	-6.1	-5.6
COc1ccc(NC(=O)C(c2ccc(OC)cc2)N(C)C(=O)CC2NC(=O)NC2=O)cc1 (centres undefined)	0.2	5.9	5.0	3.3	-1.3	2.2	-2.6	11.5	-1.4	-1.5
Cc1ccc(SCC(=O)O/N=C(\N)c2ccncc2)cc1	-2.4	-1.7	11.5	-4.1	3.2	2.0	4.7	-0.2	-6.9	0.2
O=C(CCc1ccccc1)Nc1c(F)c(F)c(F)c(F)c1F	-2.3	9.1	5.3	4.3	-4.3	-5.8	0.5	-19.1	3.0	-6.2
O=C(COC(=O)c1ccco1)Nc1ccc(Br)cc1	-44.1	-0.2	-6.0	-8.9	0.1	-6.0	3.9	-6.2	1.1	-0.9
Cc1sc2ncnc(NCCCN3CCCC3=O)c2c1C	-0.2	0.8	5.3	7.6	-0.7	-5.5	3.8	-0.1	0.8	-0.1
CCOc1ccccc1NC(=O)c1ccc(S(=O)(=O)N(C)c2ccccc2)cc1	3.9	-3.7	-3.4	-0.4	-7.8	-2.5	-10.2	-5.5	3.0	-5.2
CCN1CCN(c2cc(C(C)(C)C)nc3c(-c4ccccc4)c(C)nn23)CC1	-1.1	3.2	-2.3	-12.7	-2.9	4.4	1.8	13.5	-6.6	3.3
CCCN1CNc2c(c(=O)[nH]c(=S)n2CCc2cccc(Cl)c2Cl)C1	3.1	0.5	5.3	-3.6	2.9	-3.4	/	-1.7	/	/
Cc1ccc(C)c(C(=O)COC(=O)CN2C(=O)C3C4CCC(C4)C3C2=O)c1 (centres undefined)	3.0	3.6	-8.3	8.2	-5.5	4.5	0.3	-2.3	-0.8	-5.6
COc1cccc(-n2nc(C(=O)O)c3ccccc3c2=O)c1	1.8	2.8	-13.6	3.0	2.5	7.6	-4.6	0.5	0.5	-0.6
O=C(Nc1ccccc1N1CCCC1)c1cc(Cl)ccc1Cl	0.2	-2.5	9.8	-1.5	-2.4	5.0	-3.0	1.2	-1.5	2.9

Arranged by heavy-atom count (falling): 3 of the compounds above.
SMILES	PRMT1 inh	MBD2 DNA inh	TDP2 absorb	GC-B act	LEDGF integ inh	SIAE primary	HTRA1 inh	ABHD4 inh	rCAG binder	TCR-CD3 inh
C[C@H](CO)N1C[C@H](C)[C@@H](CN(C)C(=O)C2CCCCC2)OCc2cn(nn2)CCCC1=O	-2.6	-3.8	0.9	0.4	5.5	-4.0	2.8	-8.8	0.0	0.2
CCCN1CNc2c(c(=O)[nH]c(=S)n2CCc2cccc(Cl)c2Cl)C1	3.1	0.5	5.3	-3.6	2.9	-3.4	/	-1.7	/	/
O=C(CCc1ccccc1)Nc1c(F)c(F)c(F)c(F)c1F	-2.3	9.1	5.3	4.3	-4.3	-5.8	0.5	-19.1	3.0	-6.2

Returning to the listing, repeating the 3 entries before the break.
SMILES	PRMT1 inh	MBD2 DNA inh	TDP2 absorb	GC-B act	LEDGF integ inh	SIAE primary	HTRA1 inh	ABHD4 inh	rCAG binder	TCR-CD3 inh
Cc1ccc(C)c(C(=O)COC(=O)CN2C(=O)C3C4CCC(C4)C3C2=O)c1 (centres undefined)	3.0	3.6	-8.3	8.2	-5.5	4.5	0.3	-2.3	-0.8	-5.6
COc1cccc(-n2nc(C(=O)O)c3ccccc3c2=O)c1	1.8	2.8	-13.6	3.0	2.5	7.6	-4.6	0.5	0.5	-0.6
O=C(Nc1ccccc1N1CCCC1)c1cc(Cl)ccc1Cl	0.2	-2.5	9.8	-1.5	-2.4	5.0	-3.0	1.2	-1.5	2.9
Cc1occc1-c1nnc(SCC(=O)N2CCN(c3ccc(F)cc3)CC2)n1C	0.0	1.2	1.2	-10.0	-2.1	-3.1	4.8	5.4	-7.4	6.6
Cc1ccc(N2Cc3ccccc3C2=O)cc1	-2.2	-0.8	-3.9	-0.2	0.0	0.5	5.6	-5.1	1.3	-3.0
O=C1OC(c2ccc3c(c2)OCO3)=N/C1=C\c1ccc(C(=O)O)cc1	1.6	-4.0	7.2	-4.0	8.7	-8.0	5.7	-4.3	9.7	3.2
CCOc1ccc2nc(SCC(=O)N(C)C3CCS(=O)(=O)C3)[nH]c2c1 (centres undefined)	5.3	-5.8	-16.4	4.2	-1.2	-1.8	4.9	-0.8	12.4	-2.9
Cc1ccc(NCCCCO)cc1C	5.4	0.6	-11.3	-5.5	-7.4	-3.3	7.7	-1.2	2.8	-2.8
O=C(NC1CCCC1)C(c1ccccc1F)N(C(=O)Cc1cccs1)c1ccc2c(c1)OCCO2 (centres undefined)	0.2	-0.9	-6.0	-7.4	0.4	3.0	-26.0	-19.1	1.6	-7.2
O=C(N/N=C\c1ccc(Cl)cc1Cl)c1sccc1-n1cccc1	0.7	0.2	-6.2	-2.4	3.5	-2.8	-53.2	-29.7	0.5	8.7
COCCCNC(=O)c1ccccc1NS(=O)(=O)c1ccc(C)cc1	0.5	0.9	8.1	-0.2	-0.2	-0.9	-3.8	2.6	3.8	-4.5
CCNC(=O)c1ccc(-n2nc(C)cc2-c2ccccc2)cc1	0.7	3.1	-11.0	-6.9	-1.4	-1.4	3.9	-3.7	0.0	0.1
Nc1cc(-c2cccc(F)c2)nn1S(=O)(=O)c1cccc2nsnc12	-5.2	-0.9	4.3	-5.2	10.4	4.3	3.2	-7.1	7.8	-1.6
COc1ccc(Cn2c(C)nnc2-c2cnn(C)c2N)cc1	-1.5	-2.6	6.9	-3.5	1.1	0.7	5.8	-0.5	0.1	-0.1
COC(=O)c1cccc(NC(=O)CSc2ncn[nH]2)c1	-1.1	-0.5	-8.8	-0.2	0.1	-1.7	0.7	1.4	0.2	3.6
O=C(c1ccccn1)N(Cc1ccco1)C1(C(=O)NC2CCCC2)CCCCC1	0.4	1.2	4.4	-6.1	-1.3	3.1	3.2	1.6	-7.6	6.4
Cn1cccc1Cc1nnc(SCC(=O)Nc2ccccc2)n1-c1ccc(F)cc1	11.1	3.3	3.0	0.2	-0.8	-0.3	-19.5	-4.5	8.6	-10.6
Cc1cc(C)nc(/N=C(\N)Nc2ccc(C(C)C)cc2)n1	1.0	-5.0	7.4	-1.2	-1.4	7.3	2.4	11.0	14.4	2.2

Some of these compounds in order of the HTRA1 inh value, falling:
canonical_smiles	PRMT1 inh	MBD2 DNA inh	TDP2 absorb	GC-B act	LEDGF integ inh	SIAE primary	HTRA1 inh	ABHD4 inh	TCR-CD3 inh
COc1ccc(Cn2c(C)nnc2-c2cnn(C)c2N)cc1	-1.5	-2.6	6.9	-3.5	1.1	0.7	5.8	-0.5	-0.1
Cc1occc1-c1nnc(SCC(=O)N2CCN(c3ccc(F)cc3)CC2)n1C	0.0	1.2	1.2	-10.0	-2.1	-3.1	4.8	5.4	6.6
COC(=O)c1cccc(NC(=O)CSc2ncn[nH]2)c1	-1.1	-0.5	-8.8	-0.2	0.1	-1.7	0.7	1.4	3.6
COCCCNC(=O)c1ccccc1NS(=O)(=O)c1ccc(C)cc1	0.5	0.9	8.1	-0.2	-0.2	-0.9	-3.8	2.6	-4.5

The list goes on.
SMILES	PRMT1 inh	MBD2 DNA inh	TDP2 absorb	GC-B act	LEDGF integ inh	SIAE primary	HTRA1 inh	ABHD4 inh	rCAG binder	TCR-CD3 inh
Cc1oc(-c2ccoc2)nc1CN(CC1CCC(=O)N1)C(C)C (centres undefined)	1.4	-6.3	-7.2	-1.8	6.8	-2.0	-2.8	-10.5	1.0	-3.5
COc1cc(CN2CCN(c3cccc(C)c3C)CC2)cc(Br)c1O	2.0	-1.1	-5.4	-4.2	0.9	2.8	-4.3	18.8	2.8	-1.4
CCOc1ccccc1OCCn1ncc2ccc(OC)c(OC)c2c1=O	2.1	5.5	0.9	4.3	2.6	0.8	-5.5	-5.5	-6.2	-4.1
CC(NC(=O)CN1C(=O)NC(Cc2ccccc2)(Cc2ccccc2)C1=O)C12CC3CC(CC(C3)C1)C2 (centres undefined)	1.2	3.5	-3.4	-5.4	0.2	-10.2	-50.1	3.7	-1.4	6.1
COc1ccccc1N1C(=O)CC(N2CCN(c3ccc(Cl)cc3)CC2)C1=O (centres undefined)	2.3	-3.8	18.4	4.2	0.5	1.6	3.1	0.9	-6.2	1.1
CC(C)OCCCNc1nc2c([nH]1)c(=O)n(C)c(=O)n2C	1.1	5.3	1.0	-3.4	-1.6	0.5	-2.8	1.5	-2.1	-2.3
COc1ccc(CCN2CC(C(=O)NCCc3ccccn3)CCC2=O)cc1 (centres undefined)	2.6	1.7	7.1	-2.1	-3.3	6.4	5.8	-0.2	-3.3	2.0
O=C(CSc1ncccn1)N1CCc2ccccc2C1	-3.0	-3.3	-0.2	1.8	0.6	-0.9	4.2	-1.9	-4.6	-0.4
C=CCOc1ccc(C=Nc2cccc(Cl)c2)c(O)c1	-0.8	-4.4	8.6	-2.9	0.8	12.9	10.1	-4.7	-0.8	0.2
O=C1OCCN1C(=O)[C@H]1[C@H](c2ccc(Cl)cc2)C(c2cccc(Cl)c2)=NN1c1ccc(Br)cc1	-0.7	1.7	-2.5	2.5	-4.2	-18.1	-37.6	-2.2	10.2	7.1
Cc1csc(NC(=O)c2ccc(S(=O)(=O)N3CCCC3)cc2)n1	-2.5	2.1	5.8	7.7	-0.9	1.8	-3.5	1.0	7.2	2.3
Cn1c(CC(=O)Nc2ccccc2)n[nH]c1=S	-4.1	0.9	10.0	-1.4	0.2	6.2	8.4	1.1	-2.7	5.2
COC(=O)c1ccccc1NC(=O)CSc1nncn1C	0.5	3.0	0.1	2.8	-6.7	1.6	-1.2	6.2	-0.1	-2.4
CC(=O)NS(=O)(=O)c1ccc(NC(=O)CC23CC4CC(CC(Br)(C4)C2)C3)cc1	-2.4	-2.4	-0.8	0.2	-1.6	-1.6	0.7	7.1	5.6	10.3
Cc1cc(C)c(OCC(=O)Nc2ccccc2N2CCOCC2)c(C)c1	-2.8	4.4	-5.1	-0.6	0.8	-0.5	-6.5	5.2	-9.3	6.7
NS(=O)(=O)c1ccc(NC(=O)CSc2nnc(COc3ccccc3Cl)n2C2CC2)cc1	1.3	-5.0	5.1	-7.6	-1.6	-4.4	-12.4	-8.8	10.0	1.1
Cc1cncc(N2CCN(c3ccccn3)CC2)n1	-0.9	1.9	12.7	-2.1	0.2	1.4	/	3.1	1.7	5.1
